# PhoP inhibition: inhibitors of PhoP regulon expression, primary screen, Salmonella Typhimurium, GFP reporter (AID 1863) | hit rate 0.16% among 300,000 | one-dose inhibition, % at 50 µM; IC50 in µM for titrated hits | S. Typhimurium PhoP-regulated promoter GFP reporter, 4 h; higher % means a stronger effect;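 active means inhibition over 29.93%, a cutoff 3 SD above the screen mean, later confirmed by dose response; inconclusive means inhibition over 29.93% but no dose response follow-up; inactive means inhibition at most 29.93% or unconfirmed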;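 further: 0% = low Mg2+ inducing control and 100% = high Mg2+ repressing control; strong numbers were not always called active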
# TNAP activation fold: human TNAP enzyme activators, primary screen, biochemical, luminescent, no phosphate acceptor, uHTS (AID 1001) | hit rate 0.03% among 200,000 | purified TNAP, luminescent activation assay, no phosphate acceptor; higher activation fold means a stronger effect | activation fold at 20 µM; hits with a dose series show EC50 in µM; in the data active means activation fold from about 3, or a potency from the dose series; inactive means the rest, 99 in 100 with activation fold below about 1.6; further: many of its hits are not listed in these tables
# XIAP antagonists: XIAP antagonists, biochemical, IAP family, fluorescence polarization (AID 1018); XIAP BIR domain, fluorescence polarization peptide displacement; higher % means a stronger effect; E3 ubiquitin-protein ligase XIAP (Homo sapiens); displacement, % at 20 µM, or IC50 in µM where a hit was titrated; hit rate 0.007% among 200,000; in the data active means displacement above about 50%; further: a part of the inactive calls stands beside numbers as strong as those of hits
# human PMI inhibition: inhibitors of human PMI, primary screen, biochemical, fluorescence intensity, coupled assay (AID 1209); Mannose-6-phosphate isomerase (Homo sapiens); purified PMI enzyme, coupled fluorescence intensity; higher % means a stronger effect; one-dose inhibition, % at 20 µM; IC50 in µM for titrated hits; hit rate 0.42% among 190,000;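 further: plate controls were DMSO vehicle for no effect and wells lacking substrate for full effect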
# Myeloid diff MLP: induction of myeloid progenitor differentiation, primary screen, cell-based, flow cytometry, MLPCN library; ER-HoxA9 myeloid progenitors, lysozyme-GFP differentiation; calls only at 10 µM; hit rate 1% among 360,000; AID 624256, 2012;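 active means normalized GFP-positive differentiation at or above the plate's own cutoff, the solvent-only control mean plus 3 SD; inconclusive means no clear call, values can overlap the other calls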;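 further: cells exposed to compound for four days before flow analysis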
# human PMI inhibitors: human PMI inhibitors, high substrate, primary screen, biochemical, fluorescence intensity, high mannose 6-phosphate (AID 1220) | inhibition, % at 20 µM, or IC50 in µM where a hit was titrated | recombinant PMI enzyme, coupled fluorescence intensity; higher % means a stronger effect | hit rate 0.66% among 190,000 | Mannose-6-phosphate isomerase (Homo sapiens)
# WT yeast gro inh: growth inhibition of WT strain, primary screen, mitochondrial fusion inhibitor project, WT and mutant strains, chemical genetic; inhibition, % at 10 µM; hit rate 2.1% among 190,000; mitochondrial fusion phenotypic screen; in the data active means inhibition above about 58%; tested in S. cerevisiae
# RSV antiviral HEp-2: RSV antiviral activity via CPE protection, HEp-2 cells, primary 10 µM value included (AID 2391) | HEp-2 cells, RSV-induced CPE inhibition; higher % means a stronger effect | CPE inhibition, % at 10 µM, or IC50 in µM where a hit was titrated | hit rate 0.13% among 310,000; in the data active means a potency from the dose series; inconclusive means CPE inhibition mostly from about 23% at the one dose, without a potency; inactive means the rest, 99 in 100 with CPE inhibition below about 21%; further: strong numbers were not always called active
# SIAH1 antagonists: Siah-1 peptide-binding antagonists, primary screen, biochemical, fluorescence polarization, rhodamine-plectin, uHTS (AID 1817). Siah-1 / rhodamine-plectin peptide fluorescence polarization; higher % means a stronger effect. displacement, % at 20 µM, or IC50 in µM where a hit was titrated. hit rate 0.02% among 290,000;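 active means displacement of at least 50% at 20 µM, with a fluorescence ratio check between 0.3 and a set limit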;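 further: plate controls were Siah plus tracer with DMSO for no effect and tracer alone without Siah for full effect; strong numbers were not always called active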
# WT yeast gro inh mutant strain: recorded beside WT yeast gro inh, whose call it bears; inhibition, %; mitochondrial fusion phenotypic screen, mutant strain inhibition
# Myeloid diff MLP GFP+ MAC1+ %: recorded beside Myeloid diff MLP, whose call it bears; GFP+ MAC1+ double positive, %; measured here: differentiation confirmed by MAC1 staining
# Starred values were filed as active, the others as inactive; i = inactive; u = inconclusive; x = not tested or not shown. Unless noted, no stated cut-off is given here; in the data, active means inhibition above about 50%; inactive means the rest.
SMILES,PhoP inhibition,TNAP activation fold,XIAP antagonists,human PMI inhibition,Myeloid diff MLP,Myeloid diff MLP GFP+ MAC1+ %,human PMI inhibitors,WT yeast gro inh,WT yeast gro inh mutant strain,RSV antiviral HEp-2,SIAH1 antagonists
Cc1ccc([N+](=O)[O-])cc1NC1OC(CO)C(O)C1O (stereo unspecified),5%,1.1,0.9%,3%,i,6.5,9%,13,18,-0.4%,4%
O=C(Cc1ccc([N+](=O)[O-])cc1)NNC(=O)c1ccc2c(c1)OCO2,0%,x,x,x,i,0.2,x,x,x,0.4%,-3%
COC(=O)COc1ccc(-c2nn(C)c(=O)c3ccccc23)cc1,11%,1.1,-8.2%,4%,i,1.5,3%,-8,-8,1.0%,0%
CC1(C)CC(=O)CC(C)(C)N1OC(=O)c1ccco1,-11%,1.2,-0.7%,-8%,i,0.0,-8%,2,8,1.7%,0%
CCn1c2ccccc2c2cc(NC(=O)C(=O)N3CCOCC3)ccc21,x,1,-6.4%,26%,i,0.1,50%*,5,-4,6.4%,6%
COc1ccccc1NC(=O)NCC(=O)Nc1c(C)cccc1C,-7%,1,-2.1%,-19%,i,0.5,-14%,-16,21,-1.5%,7%
COc1ccc(C(NCC(=O)Nc2c(C)cccc2C)c2ccccc2)cc1 (stereo unspecified),-2%,x,x,x,i,1.9,x,x,x,2.1%,10%
O=C(CSc1ncn[nH]1)NC1CCCc2ccccc21 (stereo unspecified),2%,1,-3.0%,-6%,i,0.4,0%,2,-13,-1.0%,0%
CN(C)CCCNc1ccc(S(N)(=O)=O)cc1[N+](=O)[O-],6%,1,-2.8%,-2%,i,0.5,-4%,-15,-23,0.7%,7%
COc1ccc(C/C(N)=N/OC(=O)Cc2ccc(OC)c(OC)c2)cc1,0%,1.1,-8.3%,12%,i,1.2,16%,-28,-22,4.3%,2%
CN=C(Nc1cc(C)nn1CCC#N)c1ccccc1,4%,1.1,-3.3%,-4%,i,5.1,-1%,1,-8,3.0%,2%
Clc1ccc(-c2cccs2)nn1,0%,1.1,-2.0%,-3%,i,0.2,7%,-15,6,1.3%,8%

# Rewritten with each value named: entries from further up
CN=C(Nc1cc(C)nn1CCC#N)c1ccccc1
  PhoP inhibition: 4% | TNAP activation fold: 1.1 | XIAP antagonists: -3.3% | human PMI inhibition: -4% | Myeloid diff MLP: i | Myeloid diff MLP GFP+ MAC1+ %: 5.1 | human PMI inhibitors: -1% | WT yeast gro inh: 1 | WT yeast gro inh mutant strain: -8 | RSV antiviral HEp-2: 3.0% | SIAH1 antagonists: 2%
CC1(C)CC(=O)CC(C)(C)N1OC(=O)c1ccco1
  PhoP inhibition: -11% | TNAP activation fold: 1.2 | XIAP antagonists: -0.7% | human PMI inhibition: -8% | Myeloid diff MLP: i | Myeloid diff MLP GFP+ MAC1+ %: 0.0 | human PMI inhibitors: -8% | WT yeast gro inh: 2 | WT yeast gro inh mutant strain: 8 | RSV antiviral HEp-2: 1.7% | SIAH1 antagonists: 0%

# Additional structures:
SMILES,PhoP inhibition,TNAP activation fold,XIAP antagonists,human PMI inhibition,Myeloid diff MLP,Myeloid diff MLP GFP+ MAC1+ %,human PMI inhibitors,WT yeast gro inh,WT yeast gro inh mutant strain,RSV antiviral HEp-2,SIAH1 antagonists
CCOc1ccccc1C1C(C#N)=C(N)Oc2cc(C)n(Cc3ccccn3)c(=O)c21 (stereo unspecified),-3%,1.1,-2.8%,5%,i,2.9,18%,1,2,2.4%,-3%
Cc1cc(NS(=O)(=O)c2ccc(NC(=S)NC(=O)c3ccccc3)cc2)no1,2%,1.5,-3.9%,12%,i,0.1,-3%,6,9,5.2%,-8%
COc1ccc(-c2nc(CS(=O)CC(=O)NC3CCCCC3)c(C)o2)cc1OC (stereo unspecified),-8%,x,x,x,i,1.4,x,x,x,3.0%,-5%
COC(=O)[C@@H](NC(=O)N1CCN(C(=O)C2COc3ccccc3O2)CC1)C(C)C (stereo partly specified),-5%,x,x,x,i,2.7,x,x,x,4.6%,12%
COc1ccc(-c2cn3nc(SCC(=O)NCC4CCCO4)ccc3n2)cc1 (stereo unspecified),6%,x,x,x,i,3.5,x,x,x,4.1%,-5%
COc1ccc(-c2cc(C(=O)Nc3ccc(C(N)=O)cc3)c3ccccc3n2)cc1,-2%,x,x,x,i,0.7,x,x,x,u,0%
O=C(COc1ccc2ccccc2c1)NNC(=O)[C@@H]1CCCC[C@@H]1C(=O)O,-12%,1.1,-1.2%,6%,i,0.5,6%,-9,-8,2.3%,-1%
COc1ccc(COC(=O)NNC(=O)c2ccccc2Cl)cc1,9%,1.1,-2.2%,10%,i,1.0,7%,-6,0,0.7%,4%
Cc1cccc(C)c1NC(=S)NC(=O)c1ccc(Br)o1,2%,1,-7.1%,12%,i,0.6,12%,3,19,8.1%,0%
Cc1cccc(CN2CCCC(C(=O)N3CCc4ccccc4C3)C2)c1 (stereo unspecified),1%,1,-3.0%,-3%,i,1.5,-2%,8,23,-2.6%,3%
CN(C(=O)COc1ccc(C(C)(C)C)cc1)C1CCS(=O)(=O)C1 (stereo unspecified),2%,1.1,-3.8%,9%,i,6.9,8%,-3,-16,-0.2%,-1%
CCN(CC)CCN1C(=O)c2oc3ccccc3c(=O)c2C1c1ccc(C)cc1 (stereo unspecified),1%,0.9,-1.7%,-5%,i,0.8,8%,-15,5,1.9%,-2%
CN1CCc2c(OCC(=O)N3CCC(Cc4ccccc4)CC3)cccc2C1=O,-1%,1.2,-4.9%,2%,i,0.2,11%,-4,4,-0.8%,5%
NC(=O)c1oc2ccccc2c1NC(=O)c1ccco1,-1%,1,-4.9%,4%,i,2.3,5%,-11,-18,3.2%,-5%
Cc1c(Cl)cccc1NC(=O)NNC(=O)CCc1ccccc1,6%,x,x,x,i,1.1,x,x,x,0.4%,-2%
Cn1c(=O)[nH]c(=O)c2c1nc(CN1CCN(Cc3ccccc3)CC1)n2CC(N)=O,-2%,1.1,0.0%,8%,i,1.7,8%,-5,5,0.3%,4%
COc1ccc(-c2c(C#N)c(N)nc(Sc3ccc(Cl)cc3)c2C#N)cc1,-10%,x,x,x,i,0.4,x,x,x,2.1%,-1%
CCO[C@@H]1OC(C(=O)NC2CC2)=C[C@H](c2csc3ccccc23)[C@H]1CCCO,0%,1,-3.0%,10%,i,1.2,8%,10,8,2.7%,9%
O=C(Cc1cccs1)NNC(=S)NC(=O)c1ccco1,8%,2.1,-5.5%,10%,i,0.2,-9%,20,-28,-0.1%,-5%
CC(=O)c1ccc(C(=O)Nc2ccc(N3CCOCC3)cc2)cc1,-4%,1.2,-11%,-5%,i,0.6,1%,3,-4,0.1%,-4%
CCc1ccc(OC(C)C(=O)Nc2ccc(S(=O)(=O)Nc3nccs3)cc2)cc1 (stereo unspecified),16%,x,x,x,i,1.0,x,x,x,u,11%
COC(=O)c1ccccc1S(=O)(=O)N1CCCC(c2nc3c(nnn3Cc3ccc(C)cc3)c(=O)[nH]2)C1 (stereo unspecified),-2%,x,x,x,i,0.8,x,x,x,10%,6%
COc1cccc(C2=CC(c3ccc(OC)c(OC)c3OC)n3nnnc3N2)c1 (stereo unspecified),-7%,1.1,-3.8%,-6%,i,0.8,-23%,8,9,31%,-5%
CCOCCc1nnc(NC(=O)c2cccs2)s1,8%,1.1,-2.6%,7%,i,0.9,3%,3,9,1.0%,-3%
Cc1cc(Nc2cccc(Cl)c2)c2ccccc2n1,5%,x,x,x,i,0.6,x,x,x,11%,-2%
CCN(Cc1ccccc1)C(=O)c1nn(-c2ccc(OC)cc2)c(=O)c2c1c1ccccc1n2C,1%,1.1,-3.9%,5%,i,0.1,3%,11,16,15%,5%
CSC(=O)NC(=O)NC(=O)c1ccc([N+](=O)[O-])cc1,-6%,x,x,x,i,0.4,x,x,x,1.3%,9%
COc1ccc(Oc2c(O)c3ccccc3n(C)c2=O)cc1,8%,1.1,-8.3%,9%,i,0.4,17%,12,13,0.0%,-1%
Cc1oc(-c2ccc(Cl)cc2)nc1CS(=O)CC(=O)NC1CCCCCC1 (stereo unspecified),-11%,x,x,x,u,x,x,x,x,12%,0%
COc1ccccc1CNS(=O)(=O)N(C)C,-4%,1,-0.5%,8%,i,0.6,10%,6,8,1.4%,-1%
O=C(NCC1CCCO1)C(c1ccc(F)cc1)N(Cc1ccc2c(c1)OCO2)C(=O)c1ccc(CN2CCOCC2)o1 (stereo unspecified),1%,1,-1.2%,-3%,i,0.5,-9%,0,-4,1.5%,4%
Cc1cc(N)n2nc(-c3ccccc3)cc2n1,24%,1,-3.1%,-4%,i,0.2,-4%,37,34,21%,-6%
CCOc1ccc(N(CC(=O)NCC(C)C)S(C)(=O)=O)cc1,-8%,1.1,-1.9%,-4%,i,0.4,1%,11,6,-0.1%,1%
CCOC(=O)CNC(=S)N(Cc1cccs1)C1CCCC1,-11%,1.1,3.0%,-7%,i,1.0,-3%,10,2,0.4%,1%
Cc1ccc(C(=O)NCC(=O)OCC(=O)NCC(F)(F)F)cc1,-11%,1.2,-4.7%,-2%,i,0.2,0%,-3,4,4.5%,6%
O=C(CCC(=O)N1CCc2ccccc2C1)NCCc1ccc(Cl)cc1,-2%,x,x,x,i,0.3,x,x,x,0.8%,6%
CCN(CC)S(=O)(=O)c1ccc(NC(=O)c2cnccn2)cc1,3%,x,x,x,i,0.8,x,x,x,1.9%,4%
Clc1ccc(-c2cc(CSc3cccc(Cl)c3)on2)cc1,-7%,1.1,-8.2%,9%,i,0.9,6%,2,-20,5.5%,8%
CCN(C(C)=O)N(CC)c1nc(Cl)nc(NC(C)C)n1,-12%,1.1,-6.1%,7%,i,0.2,13%,-3,14,1.8%,-1%
Cc1ccc(S(=O)(=O)N2CCN(CC3CC4C=CC3C4)CC2)cc1 (stereo unspecified),7%,x,x,x,i,0.4,x,x,x,-0.1%,12%
O=C(NCc1ccccc1)C(c1ccco1)N(C(=O)c1csnn1)c1ccccc1F (stereo unspecified),3%,x,x,x,i,0.5,x,x,x,1.2%,6%
CC(C)=CCN1CCN(Cc2cc(CC(C)C)n[nH]2)CC1CCO (stereo unspecified),1%,x,x,x,i,0.6,x,x,x,-2.2%,-3%
O=S(=O)(NC1CCCCC1)c1ccc(Br)s1,2%,x,x,x,i,0.4,x,x,x,3.3%,0%
NC(=O)c1cc(N=Nc2c(N)[nH]n(-c3c(Cl)cc(Cl)cc3Cl)c2=O)ccc1Cl,2%,0.9,-5.1%,-4%,i,0.3,-3%,0,-13,-0.2%,1%
O=C(CSc1nc2ccccc2o1)NCc1ccco1,6%,1.2,-2.0%,6%,i,0.9,11%,14,5,0.7%,5%
CCC(=O)NCCN1CCN(C(=O)CC)CC1,2%,1.1,-4.7%,6%,i,2.7,-2%,-6,-6,6.9%,-4%
CCOc1ccc2cc(C(=O)c3ccccc3)c(=O)oc2c1,1%,1.1,x,-5%,i,0.4,0%,-6,-15,1.5%,-3%
Cc1ccc(CC(=O)Nc2cccc(C)n2)cc1,2%,1,-2.4%,6%,i,8.0,3%,2,11,1.5%,6%

# Assay outcomes from PubChem BioAssay.
